N370S GC – qHTS Assay for Inhibitors and Activators of N370S glucocerebrosidase as a Potential Chaperone Treatment of Gaucher Disease | Lysosomal acid glucosylceramidase (Homo sapiens), P04062 | N370S GC spleen homogenate, 4MU-glucoside fluorescence | Potency, µM (top dose mostly 59.4 µM), without a hit: top-dose activity change, negative = inhibition, most hits filed as inhibitors | actives 0.092% (n = 330,000) | AID 2101, 2009;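 note: 0% = full enzyme activity and -100% = no enzyme basal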
FEN1 inh – qHTS Assay for the Inhibitors of Human Flap endonuclease 1 (FEN1). P39748. Recombinant FEN1 flap cleavage, fluorescence, 15 min. actives 0.35% (n = 390,000). AID 588795, 2011. Potency, µM (top dose mostly 114 µM), for inactives: at the top dose activity change, negative = inhibition, most hits filed as inhibitors; note: nearly all actives have a fitted effect of over 65% in size
Target sequence (P39748 whole entry, looked up): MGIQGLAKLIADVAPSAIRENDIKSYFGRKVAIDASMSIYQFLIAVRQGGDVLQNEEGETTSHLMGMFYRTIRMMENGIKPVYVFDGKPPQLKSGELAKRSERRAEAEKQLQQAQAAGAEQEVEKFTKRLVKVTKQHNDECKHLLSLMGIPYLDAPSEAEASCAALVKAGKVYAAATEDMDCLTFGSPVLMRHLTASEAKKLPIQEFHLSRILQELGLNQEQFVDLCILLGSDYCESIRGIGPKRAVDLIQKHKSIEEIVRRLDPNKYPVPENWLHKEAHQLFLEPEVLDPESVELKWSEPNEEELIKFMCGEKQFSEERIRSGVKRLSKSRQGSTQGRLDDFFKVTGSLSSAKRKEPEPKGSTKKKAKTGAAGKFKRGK
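Steps: FEN1 (10 nM) dispensed; compound added by pin tool; 15 min at room temperature; substrate added to 50 nM final; reads at 0 min and 15 min; data normalized and fitted (four-parameter Hill).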
GCN5L2 inh – qHTS Assay for Inhibitors of GCN5L2; Histone acetyltransferase KAT2A (Homo sapiens), Q92830; GCN5L2 HAT assay, ThioGlo1 CoA-SH fluorescence; Potency, µM (top dose mostly 58.9 µM), for the others: top-dose activity change, negative = inhibition, actives largely listed as inhibitors; actives 0.21% (n = 390,000); AID 504327, 2011
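Titration-based screen in which CoA formation is detected via maleimide probe ThioGlo1 (50uM) turning fluorescent on thiol reaction; substrates H3(1-25) 75uM and acetyl-CoA 70uM, GCN5L2 20nM, 20 min incubation at room temperature.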
The depositor's hits bear a star; ? = inconclusive; nt = no result given; & = joins results of further samples; [ ] = remark or other dose. Calls come from the whole dose curve; as a rule, active = well fitted curve in the direction sought with a large enough effect; inconclusive = small, poorly fitted or top-dose-only effect, or another doubt; inactive = no such curve, though single readings can be large; an effect the other way counts as inactive or inconclusive. Unless noted, % is set by controls: 0 for no effect and ±100 for the full control effect; potency is the fitted concentration of half-maximal effect. An excerpt; count on the stated rates, not on these rows.

SMILES | N370S GC | FEN1 inh | GCN5L2 inh
CC(=O)Nc1ccc(S(=O)(=O)N2CCC(n3c(C(F)(F)F)nc4cccnc43)CC2)cc1 | nt | 5.6% | -1.7%
CC(C)=C1C2CCC1C(C(=O)Nc1sc(C)c(-c3ccc(C(C)C)cc3)c1C(N)=O)C2C(=O)O (stereo unspecified) | -20.1% | 1.5% | -13.1%
CCc1ccccc1NC(=O)CC(C)n1nc(C)cc1C (stereo unspecified) | nt | 1.4% | -6.8%
COc1cc(OC)cc(C(=O)Nc2nnc(NC(=S)Nc3ccccc3)s2)c1 | -4.3% | -12.9% | -11.3%
COC(=O)C1=C(C)N(c2ccc(Br)cc2)C(=O)/C1=C\c1ccco1 | 8.5% | -8.2% | -10.7%
Cc1cnc(C(=O)Nc2nnc(C)s2)cn1 | -3.2% | -1.8% | -0.2%
O=C(Cc1n[nH]c(=O)c2ccccc12)OCC(=O)c1ccc(F)c(F)c1 | -6.9% | -2.9% | 1.2%
Cc1cc2nc(C(F)(F)F)cc(-c3cccs3)n2n1 | 0.5% | 2.3% | 0.3%
CC(NS(=O)(=O)c1ccccc1)C(c1cccs1)N1CCN(C)CC1 (stereo unspecified) | -3.9% | -4.8% | -2.6%
Cc1cccc(NC(=S)NC23CN4CN(CN(C4)C2)C3)c1C | -4.4% | 2.6% | 1.3%
CS(=O)(=O)N(CC(=O)NCC1CCCO1)c1ccc(Cl)c(Cl)c1 (stereo unspecified) | 0.0% | -1.2% | -10.4%
Cn1c(=S)ccc2ccccc21 | -6.0% | -2.8% | -10.7%
OCCC1CN(CCCc2ccccc2)CCN1Cc1ccc(F)cc1 (stereo unspecified) | -25.0% | 4.2% | -1.1%
CC(C)CCSc1nc2c(c(=O)[nH]c(=O)n2C)n1CCCc1ccccc1 | 7.7% | 4.2% | 0.8%
COC(=O)CSc1nnc(SCc2ccc(OC)cc2)s1 | 9.1% | -9.3% | 2.7%
CCOc1ccc2nc(NC(=O)c3cc([N+](=O)[O-])ccc3N3CCOCC3)sc2c1 | 9.0% | -17.0% | -4.7%
C=CCn1c(SC(C)C(=O)NCCC2=CCCCC2)nc2ccccc2c1=O (stereo unspecified) | ? | -12.4% | -3.6%
CCN(CC)S(=O)(=O)c1ccc(-c2nnc(SCc3nnc(-c4ccc(C)cc4)o3)n2CC)cc1 | -1.6% | -7.1% | -16.9%
COc1ccc(OC)c(NC(=O)c2c3c(nc4ccccc24)CCC3)c1 | 6.1% | 3.8% | -10.1%
CCn1cc(C(=O)NC2CCCCC2C)c(=O)c2ccc(C)nc21 (stereo unspecified) | 7.0% | -2.0% | nt
CN(C)c1cccc(C(=O)NCC2CCCO2)c1 (stereo unspecified) | -0.8% | -2.6% | -11.4%
O=C(COC(=O)c1cc([N+](=O)[O-])ccc1NCCO)Nc1cccc(S(=O)(=O)N2CCCC2)c1 | -7.7% | -12.3% | -2.9%
CCOc1ccccc1NC(=S)N1CCN(c2nc(-c3ccc(F)cc3)cs2)CC1 | 2.7% | -22.7% | -1.3%
O=C(CN1CCOCC1)NCc1ccccc1 | 0.7% | -3.8% | 1.5%
CC(=O)N1CCC(N(Cc2ccc(C)o2)C(=O)Nc2ccc(C)cc2)CC1 | nt | 4.0% | -7.4%
Cc1ccc(SCC(=O)NCc2ccncc2)cc1 | 19.5% | 1.9% | -1.2%
O=[N+]([O-])c1cc(C(F)(F)F)ccc1N1CCC(O)CC1 | 7.9% | -3.0% | -6.2%
Cc1ccc(S(=O)(=O)N2CCCCC2)cc1C(=O)N1CCCC1 | -2.3% | -1.9% | -8.6%
CCCCCCCCCCCC(=O)NC(C(=O)O)C(O)c1ccccc1 (stereo unspecified) | 10.4% | -15.9% | ?
COc1ccc(S(=O)(=O)NCC(c2cccnc2)N2CCN(Cc3ccccc3)CC2)cc1C (stereo unspecified) | -3.1% | -16.5% | -16.4%
Cc1cccc(N2CCN(CC(=O)NCC3CCCCC3)CC2)c1C | -7.3% | -16.0% | -0.9%
COc1ccc(C2CC(=O)C3=C(C2)NC(C)=C(C(=O)Nc2ccccc2C)C3c2coc3ccc(C)cc3c2=O)cc1OC (stereo unspecified) | -4.2% | -2.8% | -5.3%
CCCN(CCC)c1ncnc2c1cnn2-c1ccc(OC)cc1 | 4.6% | -7.7% | -5.2%
CCCCNc1nc2c(S(=O)(=O)c3ccccc3)nnn2c2ccccc12 | 7.9% | -1.1% | 1.0%
CCOC(=O)Cc1csc(NC(=O)CSc2ncnc3c2cnn3-c2ccc(OC)cc2)n1 | 2.7% | -13.2% | -1.9%
CC(=O)Oc1ccc(Nc2ccccc2)cc1 | -7.1% | 14.5% | -8.2%
Cc1ccc(Cl)cc1N1CCN(C(=O)Cc2ccc(-n3c(=O)[nH]c4ccsc4c3=O)cc2)CC1 | -17.2% | 18.7% | -5.5%
CCCCOc1ccc(C(C)NC(=O)CCS(=O)(=O)Cc2ccc(C)cc2)cc1 (stereo unspecified) | 4.2% | 1.2% | 31.2%[activator]
Cc1c(C(=O)N(Cc2ccco2)Cc2ccccc2Cl)oc2ccc(F)cc12 | nt | -14.5% | -8.4%
O=C(CSc1nnc(-c2ccccc2)o1)NC1CCCCC1 | 6.5% | -2.9% | -10.7%
CC1(C)CC(=O)c2c(oc3c(Cl)cc(NS(=O)(=O)c4ccc(Cl)cc4)cc23)C1 | nt | -11.7% | -10.8%
CC(=O)c1cccc(NC(=O)CSc2nnc3ccc(-c4ccc(Cl)cc4)nn23)c1 | nt | -5.6% | -5.1%
O=C(Nc1cccc(F)c1)N1CC[C@@]2(CCCN(C(=O)c3cccc(F)c3)C2)C1 | 15.8% | nt | 10.0%
CC(NC(=O)Nc1ccccc1O)(C(F)(F)F)C(F)(F)F | 2.7% | -1.7% | -7.2%
CCOC(=O)/C(=C/c1ccc(OC(=O)c2ccncc2)cc1)C(C)=O | -9.6% | -12.3% | -12.2%
Cc1ccc(CNC(=O)CN2C(=O)NC3(CC(C)CC(C)(C)C3)C2=O)cc1 (stereo unspecified) | nt | 8.6% | 0.1%
CCCC(=O)N(Cc1cc2cccc(C)c2[nH]c1=O)c1ccccc1OC | 27.1% | -0.3% | -4.9%
Cn1c(=O)n(C)c2cc(S(=O)(=O)N3CCN(c4ccccc4)CC3)ccc21 | 0.6% | 12.8% | -5.3%
COc1cc(C(=O)Oc2ccc(Br)cc2C(=S)N2CCOCC2)cc(OC)c1OC | 0.3% | -11.8% | -14.2%
CC(NC(=O)COC(=O)Cc1ccsc1)C1CC2CCC1C2 (stereo unspecified) | -1.2% | -7.6% | 1.6%

Copied from above (13 entries):
SMILES | N370S GC | FEN1 inh | GCN5L2 inh
CCCCOc1ccc(C(C)NC(=O)CCS(=O)(=O)Cc2ccc(C)cc2)cc1 (stereo unspecified) | 4.2% | 1.2% | 31.2%[activator]
Cc1c(C(=O)N(Cc2ccco2)Cc2ccccc2Cl)oc2ccc(F)cc12 | nt | -14.5% | -8.4%
O=C(CSc1nnc(-c2ccccc2)o1)NC1CCCCC1 | 6.5% | -2.9% | -10.7%
CC1(C)CC(=O)c2c(oc3c(Cl)cc(NS(=O)(=O)c4ccc(Cl)cc4)cc23)C1 | nt | -11.7% | -10.8%
CC(=O)c1cccc(NC(=O)CSc2nnc3ccc(-c4ccc(Cl)cc4)nn23)c1 | nt | -5.6% | -5.1%
O=C(Nc1cccc(F)c1)N1CC[C@@]2(CCCN(C(=O)c3cccc(F)c3)C2)C1 | 15.8% | nt | 10.0%
CC(NC(=O)Nc1ccccc1O)(C(F)(F)F)C(F)(F)F | 2.7% | -1.7% | -7.2%
CCOC(=O)/C(=C/c1ccc(OC(=O)c2ccncc2)cc1)C(C)=O | -9.6% | -12.3% | -12.2%
Cc1ccc(CNC(=O)CN2C(=O)NC3(CC(C)CC(C)(C)C3)C2=O)cc1 (stereo unspecified) | nt | 8.6% | 0.1%
CCCC(=O)N(Cc1cc2cccc(C)c2[nH]c1=O)c1ccccc1OC | 27.1% | -0.3% | -4.9%
Cn1c(=O)n(C)c2cc(S(=O)(=O)N3CCN(c4ccccc4)CC3)ccc21 | 0.6% | 12.8% | -5.3%
COc1cc(C(=O)Oc2ccc(Br)cc2C(=S)N2CCOCC2)cc(OC)c1OC | 0.3% | -11.8% | -14.2%
CC(NC(=O)COC(=O)Cc1ccsc1)C1CC2CCC1C2 (stereo unspecified) | -1.2% | -7.6% | 1.6%

The list goes on.
SMILES | N370S GC | FEN1 inh | GCN5L2 inh
CC(C)C(=O)Nc1ccc(C(=O)Nc2ccc(Br)cc2F)cc1 | 5.4% | 18.0% | -3.6%
CC(C)c1ccc(NC(=O)C2CCCCN2S(=O)(=O)c2ccccc2)cc1 (stereo unspecified) | nt | -26.4% | -16.1%
COC1CCN(Cc2cn(Cc3ccccc3)nc2-c2cc3ccccc3o2)CC1 | -20.5% | -1.4% | -6.8%
Cc1nn(CC(=O)Nc2c(F)cc(F)cc2Br)c(=O)c2cccn12 | 0.4% | -2.5% | 0.3%
COc1ccc(Cc2nc3ccc(C(=O)NCc4ccccc4Cl)cc3o2)cc1 | nt | -8.4% | -7.7%
CN(Cc1nc2ccc(F)cc2[nH]1)C(=O)C1CCC(=O)N(C2CC2)C1 (stereo unspecified) | -6.1% | 13.6% | -0.9%
CCCn1c(-c2ccccc2)cc(SC)c(C#N)c1=O | -10.3% | 2.3% | -5.5%
Cn1ncc(Cl)c1C(=O)NCc1ccc(Cl)cc1 | -0.4% | 6.6% | -2.4%
Cc1nonc1OCCNc1ccc([N+](=O)[O-])cc1 | -26.9% | -8.3% | -1.7%
CCOC(=O)C1=C(CS(=O)(=O)c2ccc(C)cc2)NC(=O)NC1c1cc(OC)c(O)c(OC)c1 (stereo unspecified) | -1.3% | -1.6% | 0.9%
CC(=O)N1CCN(c2ccc(NCc3ccc(-c4ccc(Br)cc4)o3)cc2)CC1 | nt | -21.1% | -7.7%
O=C(Nc1ncc([N+](=O)[O-])s1)C1CC(=O)N(c2ccc(F)cc2)C1 (stereo unspecified) | -9.7% | -8.8% | -5.3%
Cc1ncc([N+](=O)[O-])n1CCN1C(=O)c2ccccc2C1=O | -9.5% | -0.5% | -20.3%
CN(C)S(=O)(=O)c1ccc2c(c1)/C(=C/c1cc3c([nH]1)CCCC3)C(=O)N2 | -2.7%&-2.1% | 68.7%[activator] | -6.4%&-12.1%
COc1ccc(NC(=S)Nc2cccnc2)c(OC)c1 | -0.2% | 1.5% | -6.3%
Cc1cc(=O)n2[nH]c(-c3ccc(Cl)cc3)cc2n1 | 17.5% | 0.5% | 4.6%
Cc1cc(C(=O)N/N=C(\CCC(=O)O)c2cccs2)c2ccccc2n1 | -11.4% | -8.6% | -10.8%
COc1cc(Cl)c(C)cc1NC(=O)COC(=O)c1cc(SC)ccc1Cl | 4.6% | 0.1% | -6.8%
CCOC(=O)c1noc2ncn(CC(=O)Nc3ccc(F)cc3Cl)c(=O)c12 | nt | 1.9% | -7.8%
COc1ccc(C(=O)CN2CCN(c3ccc(Cl)cc3)CC2)cc1OC | -15.2% | -10.9% | 1.6%
N#Cc1ccc(C(=O)NNC(=O)c2cccc(S(=O)(=O)N3CCOCC3)c2)cc1 | nt | 0.7% | -0.5%
CC(C)c1nn2c(=O)cc(COC(=O)c3cccc(NC(=O)COc4ccc(F)cc4)c3)nc2s1 | nt | 1.9% | 2.7%
O=C(Cn1c(/C=C/c2ccccc2)nc2ccccc21)Nc1ccc(F)cc1 | -2.8% | 5.4% | 66.2%[activator]
Cc1ccc(S(=O)(=O)NCc2ccco2)cc1C(N)=O | 6.4% | 0.9% | -1.5%
Cc1ccc(NC2(C#N)C(=O)Nc3ccccc32)cc1 (stereo unspecified) | -4.0% | -8.1% | -1.0%
Cc1ccc(S(=O)(=O)NCC2CCCO2)cc1 (stereo unspecified) | 2.0% | 0.6% | -5.6%
CC(=O)Nc1cccc(OCC(=O)NS(=O)(=O)c2ccc(Cl)cc2)c1 | 7.6% | 3.5% | -5.5%
COc1ccc(-c2cc(C(F)(F)F)n3ncc(C(=O)N4CCCCC4c4cccnc4)c3n2)cc1 (stereo unspecified) | 10.8% | 1.7% | -0.7%
OCC1(Cc2cccc(Cl)c2)CCCN(Cc2sc(N3CCCC3)nc2Cl)C1 (stereo unspecified) | -12.7% | ? | -13.3%
CS(=O)(=O)Nc1ccc(C(=O)Nc2cccc([N+](=O)[O-])c2)cc1 | -10.5% | -8.6% | -6.1%
COCCNC(=O)c1c(C)oc2nc(C)nc(N3CCOCC3)c12 | nt | -5.3% | ?
NC(=O)[C@H]1CC2(CC(c3cccc(NC(=O)CC(c4ccccc4)c4ccccc4)c3)=NO2)CN1C(=O)c1ccccc1C(=O)c1ccccc1 (stereo partly specified) | -11.6% | -0.9% | -3.6%
Cc1[nH]c2ccc(C(=O)N3CCN(C)CC3)cc2c1C | -3.2% | 2.7% | 0.4%

Compound activity deposited in PubChem by National Center for Advancing Translational Sciences (NCATS).
